Screening results as filed in PubChem BioAssay.
Ecoli WT expand = blocks growth of wild type E. coli BW25113 | actives 0.15% (n = 98,000) | growth inhibition, % at 100 µM | AID 710 | OD600 absorbance;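 active = growth inhibition above about 50% at one test dose, limit read from the data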;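 also: growth measured after 20 h incubation at 37 °C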
PostGolgi yeast = growth inhibition of a yeast mutant, post-Golgi transport screen. post-Golgi transport phenotypic cell assay. inhibition, % at 10 µM. actives 0.9% (n = 98,000);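 also: yeast cells grown in 1536-well plates; yeast grown about 18 h at 30C before absorbance read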
PLAP activator = activators of human placental alkaline phosphatase. AID 696. activation fold at 20 µM. actives 1.2% (n = 96,000). purified PLAP enzyme, luminescent substrate read-out; active compounds read high; in the data active = activation fold above about 2
PostGolgi ctrl = growth of the yeast control strain, post-Golgi counter-screen; efflux-deficient yeast background strain, growth absorbance A615, 16 h; actives 5% (n = 98,000); AID 738; inhibition, % at 10 µM
sEH activator = soluble epoxide hydrolase (human) activation; purified human sEH enzymatic activity, activator screen; activation, % at 2 µM; actives 0.04% (n = 91,000); in the data active = activation above about 37%; also: values of inactives mirror those of a sister screen read the other way
sEH inh = inhibitors of human soluble epoxide hydrolase. P34913. recombinant human sEH enzymatic activity assay. inhibition, % at 2 µM. actives 0.34% (n = 91,000); in the data active = inhibition above about 80%; also: values of inactives mirror those of a sister screen read the other way; many of its hits are not listed in these tables
Mac1 fbg inh = CD11b/CD18-fibrinogen binding inhibition; P05107+P11215; K562 CD11b/CD18 adhesion to fibrinogen, ATPlite luminescence; Mn2+ added to activate the integrin; inhibition, % at 10 µM; actives 0.54% (n = 93,000); AID 1497;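 active = primary inhibition of 50% or more at 10 µM, then 40% or more on retest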; also: some results filed as inactive read as strong as hits
Target sequence (P05107 whole entry, looked up, other chains not shown): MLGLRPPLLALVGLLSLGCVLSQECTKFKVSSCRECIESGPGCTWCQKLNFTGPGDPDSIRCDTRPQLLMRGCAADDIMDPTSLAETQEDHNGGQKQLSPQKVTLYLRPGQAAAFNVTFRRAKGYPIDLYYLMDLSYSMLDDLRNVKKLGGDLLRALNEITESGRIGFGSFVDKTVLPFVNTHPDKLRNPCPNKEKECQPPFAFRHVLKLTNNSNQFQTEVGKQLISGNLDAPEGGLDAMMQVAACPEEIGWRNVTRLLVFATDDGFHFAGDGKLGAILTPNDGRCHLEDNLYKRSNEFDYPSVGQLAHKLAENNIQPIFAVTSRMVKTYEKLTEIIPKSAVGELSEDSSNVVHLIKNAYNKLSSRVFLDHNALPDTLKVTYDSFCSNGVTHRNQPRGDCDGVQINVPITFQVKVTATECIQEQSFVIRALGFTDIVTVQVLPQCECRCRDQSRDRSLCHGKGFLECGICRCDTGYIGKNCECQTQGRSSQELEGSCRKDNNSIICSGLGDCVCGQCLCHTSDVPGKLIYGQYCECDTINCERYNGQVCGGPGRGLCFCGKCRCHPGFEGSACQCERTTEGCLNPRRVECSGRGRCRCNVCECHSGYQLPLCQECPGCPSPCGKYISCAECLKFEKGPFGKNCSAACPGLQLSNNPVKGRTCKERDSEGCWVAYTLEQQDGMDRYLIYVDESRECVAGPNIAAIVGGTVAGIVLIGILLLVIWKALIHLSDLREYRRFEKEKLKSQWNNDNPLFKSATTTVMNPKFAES
S1P2 antag = antagonists of human S1P2 receptor | cell-based S1P2 antagonist assay, inhibition at 5 uM | inhibition, % at 5 µM | O95136 | actives 0.21% (n = 97,000); in the data active = inhibition above about 45%;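 also: CRE beta-lactamase reporter cells expressing human S1P2 stimulated with S1P; 0% = agonist at EC80 alone and 100% = agonist plus reference antagonist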
S1P2 ag = S1P2 (human) receptor agonism. S1P2-expressing cell line, agonist reporter read-out. activation, % at 4.5 µM. actives 0.46% (n = 97,000). AID 729; in the data active = activation above about 16%;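 also: 0% = vehicle low control and 100% = maximal reference agonist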
The depositor's hits bear a star; . = no result given. Rule as the data show it, unless noted: active = inhibition above about 30%; inactive = the rest. Random draw from the library, and some 7.1% of all compounds hit somewhere here.

Start of the listing, in advance:
SMILES | Ecoli WT expand | PostGolgi yeast | PLAP activator | PostGolgi ctrl | sEH activator | sEH inh | Mac1 fbg inh | S1P2 antag | S1P2 ag
CCOC(=O)C(C(=O)NCC1CCCO1)C1CCCCC1 (stereo not drawn) | . | . | . | . | 9.2 | -5.2 | . | -19.3 | -3.9
CCOC(=O)c1ccccc1NC(=O)Cn1cnc2c(nnn2-c2ccc(C)cc2)c1=O | 1.0 | -2.7 | 1.2 | -0.4 | 3.3 | 0.3 | -42.5 | -0.4 | 0.0

The whole of this part, previewed entries included:
SMILES | Ecoli WT expand | PostGolgi yeast | PLAP activator | PostGolgi ctrl | sEH activator | sEH inh | Mac1 fbg inh | S1P2 antag | S1P2 ag
CCOC(=O)C(C(=O)NCC1CCCO1)C1CCCCC1 (stereo not drawn) | . | . | . | . | 9.2 | -5.2 | . | -19.3 | -3.9
CCOC(=O)c1ccccc1NC(=O)Cn1cnc2c(nnn2-c2ccc(C)cc2)c1=O | 1.0 | -2.7 | 1.2 | -0.4 | 3.3 | 0.3 | -42.5 | -0.4 | 0.0
COC(=O)Nc1ccc(S(=O)(=O)Nc2cccc3ccccc23)cc1 | 3.0 | 7.3 | . | 10.9 | -3.2 | 4.4 | . | -2.0 | -1.6
CC(=O)Nc1nonc1NC(=O)CSc1nc2ccccc2o1 | 4.0 | -6.3 | 1.6 | -17.3 | -4.2 | 2.1 | 1.4 | 20.6 | -1.7
CNC(=S)NNC(=O)c1sccc1OCc1ccccc1 | -7.0 | -3.9 | 1.4 | 26.7 | 5.0 | -3.9 | -2.4 | 12.7 | -3.0
CC1(C)CC(NCc2ccc3c(c2)OCO3)CCO1 (stereo not drawn) | 3.0 | -9.8 | 1 | 3.3 | -10.6 | 13.1 | . | -8.6 | -7.1
COc1ccc(NC(=O)C2CCC(CNc3c(N4CCCCC4)c(=O)c3=O)CC2)cc1OC (stereo not drawn) | 0.0 | 0.2 | 5 | 24.0 | 15.2 | -17.0 | -13.4 | -8.7 | 0.0
CC(=O)Nc1cc(C(=O)OCC(=O)c2ccc(Cl)cc2Cl)ccc1C | -1.0 | -5.2 | 1 | -8.6 | 0.3 | -0.4 | . | -10.3 | -3.2
O=C(O)C1CCN(c2c([N+](=O)[O-])cc(C(F)(F)F)cc2[N+](=O)[O-])CC1 | 2.0 | 23.0 | 1.1 | 14.8 | 0.6 | 1.2 | . | -6.2 | -0.7
O=C(COC(=O)c1n[nH]c2ccccc12)Nc1ccc(S(=O)(=O)N2CCCC2)cc1 | -17.0 | 0.0 | 1.2 | 14.8 | -29.7 | 29.3 | -14.0 | 19.6 | -5.6
N#CC1=C(N)Oc2n[nH]c(-c3cccs3)c2C1c1ccoc1 (stereo not drawn) | 1.0 | 8.9 | 1 | 26.2 | 3.5 | -4.2 | -20.4 | -8.7 | -10.7
CCN(CC(=O)NCc1cccs1)S(=O)(=O)c1cccc(C(C)=O)c1 | 5.0 | 5.5 | 0.8 | 7.5 | 10.7 | -7.5 | -2.1 | 13.8 | -7.2
C1CN(c2nc3nonc3n3nnnc23)CCO1 | 1.0 | -0.5 | 1 | -1.3 | -6.6 | 6.7 | 36.6 | 8.4 | -1.4
CC(=O)Oc1ccc(C2OC(=O)c3ccccc3N2C(C)=O)cc1 (stereo not drawn) | -3.0 | 1.0 | 0.8 | 5.9 | -4.2 | 6.0 | -37.8 | -5.2 | -2.2
Cn1c(=O)c2c(nc(CN3CCN(Cc4ccccc4)CC3)n2Cc2ccc(Cl)cc2)n(C)c1=O | 5.0 | -16.7 | 1.5 | 7.4 | 10.8 | -6.9 | 5.2 | -4.6 | -3.9
CN(C)c1nc(N)nc(CSc2nnnn2C)n1 | 3.0 | 3.0 | 0.9 | 9.1 | -5.2 | 4.5 | -19.6 | -19.3 | -2.3
O=C(O)CCC(=O)N1CCC(C(=O)c2cccc(Cl)c2)CC1 | 0.0 | -1.4 | 1.1 | 20.6 | -3.5 | 5.1 | 4.0 | -9.7 | -5.0
COc1ccc2c(c1[N+](=O)[O-])CCC/C2=N/OC(=O)c1ccccc1SC | -5.0 | -8.5 | 1 | 21.4 | -1.6 | 1.1 | -7.3 | -16.8 | -8.5
Cc1ccc(-c2nnc3ccc(SC(C)C(=O)O)nn23)cc1 (stereo not drawn) | 9.0 | 1.7 | 1.2 | 5.0 | . | . | -60.8 | . | .
O=C1C=C(NCc2ccco2)CCC1 | 1.0 | 8.3 | 0.9 | 16.5 | 10.0 | -10.4 | -8.6 | 14.4 | 0.6
Cc1ccc(C(=O)CCC2CCCC2=O)cc1 (stereo not drawn) | -1.0 | -6.0 | 1.2 | 8.2 | . | . | . | . | .
O=C(NCc1ccco1)c1ccc(Cn2c(=O)c3sccc3n(Cc3cccc(F)c3)c2=O)cc1 | -18.0 | -5.8 | 1.6 | 38.3* | -5.8 | 6.4 | 9.5 | 7.8 | -2.4
CN(Cc1cccs1)C(=O)COc1cccc(-n2cnnn2)c1 | -2.0 | -0.8 | 0.9 | 17.6 | 1.8 | -0.6 | -21.0 | 24.0 | -6.2
CN1CCN(c2nc3c(c(=O)[nH]c(=O)n3C)n2Cc2cccc3ccccc23)CC1 | 0.0 | 3.3 | 1.6 | 9.6 | -1.9 | 0.6 | -20.1 | -17.0 | -9.4
O=C(NCCC1=CCCCC1)C1CCN(c2nc3ccccc3o2)CC1 | -11.0 | -4.2 | 1.2 | 19.2 | -85.2 | 84.8* | -41.6 | -11.0 | -2.0
O=C(CSc1nnc(C2CC2)n1Cc1ccccc1)NCc1ccccc1 | 6.0 | 3.7 | 1 | -5.0 | -2.8 | 6.2 | -0.6 | 11.0 | -8.8
Cc1nc(SCC(=O)N2CC(C)OC(C)C2)nc(C)c1C (stereo not drawn) | 3.0 | 4.9 | 1 | 3.6 | 3.6 | -3.0 | -0.2 | -40.3 | -6.0
COc1ccc(CN(C(=O)c2cccs2)C(C(=O)NC2CCCCC2)c2ccc3ncccc3c2)cc1 (stereo not drawn) | -6.0 | 13.0 | 1.3 | 1.0 | -3.7 | 1.8 | . | -2.5 | -7.3
COC(=O)c1cc(NC2c3ccccc3C(=O)N2CCN2CCOCC2)cc(C(=O)OC)c1 (stereo not drawn) | 6.0 | -4.8 | 1.6 | 7.8 | . | . | -4.6 | -4.6 | -9.9
COc1ccc(NC(=O)C2CCCN(S(=O)(=O)c3cccnc3)C2)cc1 (stereo not drawn) | -1.0 | 9.3 | 0.9 | 5.5 | -26.4 | 27.9 | -13.9 | -2.6 | -3.6

Entries of single compounds, looked up by structure.
Profile of COc1ccc(CN(C(=O)c2cccs2)C(C(=O)NC2CCCCC2)c2ccc3ncccc3c2)cc1 (stereo not drawn) → Ecoli WT expand: -6.0; PostGolgi yeast: 13.0; PLAP activator: 1.3; PostGolgi ctrl: 1.0; sEH activator: -3.7; sEH inh: 1.8; Mac1 fbg inh: .; S1P2 antag: -2.5; S1P2 ag: -7.3
Profile of O=C(NCCC1=CCCCC1)C1CCN(c2nc3ccccc3o2)CC1 → Ecoli WT expand: -11.0; PostGolgi yeast: -4.2; PLAP activator: 1.2; PostGolgi ctrl: 19.2; sEH activator: -85.2; sEH inh: 84.8*; Mac1 fbg inh: -41.6; S1P2 antag: -11.0; S1P2 ag: -2.0
Profile of COC(=O)c1cc(NC2c3ccccc3C(=O)N2CCN2CCOCC2)cc(C(=O)OC)c1 (stereo not drawn) → Ecoli WT expand: 6.0; PostGolgi yeast: -4.8; PLAP activator: 1.6; PostGolgi ctrl: 7.8; sEH activator: .; sEH inh: .; Mac1 fbg inh: -4.6; S1P2 antag: -4.6; S1P2 ag: -9.9

Next part
SMILES | Ecoli WT expand | PostGolgi yeast | PLAP activator | PostGolgi ctrl | sEH activator | sEH inh | Mac1 fbg inh | S1P2 antag | S1P2 ag
Cc1cc(C)n(C(=O)c2cc3sccc3[nH]2)n1 | 3.0 | 0.1 | 0.9 | 20.2 | . | . | -10.5 | . | .
Cc1c(C(=O)Nc2nccs2)sc2nc(-c3cccs3)cc(C(F)(F)F)c12 | -16.0 | -5.1 | 1 | -9.6 | 7.6 | -5.6 | . | -18.1 | 4.0
COc1cc(CCC(=O)OCc2nnc(-c3ccccc3)o2)cc(OC)c1OC | 10.0 | -7.7 | 1.6 | 4.0 | . | . | -10.0 | 13.6 | -3.9
COc1ccc(OCC(O)CNCc2ccco2)cc1 (stereo not drawn) | -1.0 | 6.5 | 1.1 | 15.9 | . | . | 0.1 | . | .
O=C1CC(c2ccccc2)=Nc2ccccc2N1 | 5.0 | 2.5 | 1 | 0.3 | -16.9 | 17.0 | -8.1 | 2.3 | -5.8
C=CCOc1ccc(C2C(C#N)=C(N)N(Nc3ccccc3)C3=C2C(=O)CC(C)(C)C3)cc1OC (stereo not drawn) | -1.0 | 1.7 | 1.1 | 5.5 | -13.5 | 15.7 | -11.3 | -21.2 | -8.9
Cc1cc(C)c(C#N)c(SCCS(=O)(=O)c2ccc(C(C)(C)C)cc2)n1 | -5.0 | 13.0 | 0.6 | 5.8 | -1.0 | 0.1 | 25.2 | 4.5 | 0.7
Cn1c(=O)[nH]c(=O)c2c1nc(N1CCOCC1)n2CC(O)COc1ccc2ccccc2c1 (stereo not drawn) | -11.0 | -1.6 | 1.6 | 19.6 | -0.6 | 0.7 | -20.2 | -23.5 | -8.8
Cc1c(Cl)cccc1NC(=O)CSc1nnc(C)n1-c1ccccc1 | 2.0 | 7.4 | 0.8 | -4.1 | 3.8 | -5.8 | 2.3 | -14.6 | -4.8
COC(=O)c1sccc1NC(=O)C1CC=CCC1C(=O)O (stereo not drawn) | 4.0 | 5.8 | 1.1 | 4.1 | 0.3 | 2.2 | 4.4 | 5.6 | -7.2
Cc1nonc1OCCNC(=O)C12CC3CC(CC(C3)C1)C2 | 5.0 | -10.0 | 1.1 | 9.9 | -2.0 | 5.1 | -12.4 | 0.3 | -0.4
Cc1ccccc1Nc1nc(-c2sc(NC(=O)c3ccccc3)nc2C)cs1 | -16.0 | -6.4 | 1.1 | -2.3 | -46.1 | 46.7 | 2.2 | -10.2 | -11.8
Cc1ccc(CSC2=Nc3ccccc3C3=NC(CC(=O)NCc4ccco4)C(=O)N23)cc1 (stereo not drawn) | -2.0 | -1.7 | 1.6 | 4.5 | -9.8 | 8.7 | -0.8 | 17.3 | -2.2
CCOc1ccc2[nH]c(=O)c(CN(Cc3cccs3)Cc3nnnn3C(C)(C)C)cc2c1 | -5.0 | 0.3 | 0.9 | -1.4 | 1.6 | -1.6 | -11.2 | -23.3 | -2.2
CCOC(=O)c1c(N)sn(-c2ccccc2C)c1=S | 3.0 | -36.4 | 1 | 10.0 | -10.6 | 11.6 | 1.6 | 9.1 | 0.1
CCc1cc2cccc(C)c2nc1SCC(=O)NNC(=O)c1ccco1 | 0.0 | -5.0 | 1.4 | 38.2* | -0.3 | 2.1 | -0.6 | 6.5 | -7.8
Cc1ccc(C2(C)NC(=O)N(Cc3c(C)noc3C)C2=O)cc1 (stereo not drawn) | 5.0 | 20.4 | 1.2 | 11.2 | -14.3 | 14.6 | -17.4 | -10.9 | -9.8
COc1ccccc1N1CCN(C(=O)CSc2nc(-c3ccccc3)cc(=O)[nH]2)CC1 | -3.0 | -5.2 | . | 3.6 | -14.4 | 17.1 | . | -8.1 | -5.9
CCOc1ccc(NC(=O)c2nccnc2CO)cc1 | -4.0 | 6.4 | 1 | 8.9 | -5.0 | 2.2 | 7.1 | 10.3 | -1.8
Cc1ccccc1-c1nc(CS(=O)CC(=O)NCCN2CCOCC2)c(C)o1 (stereo not drawn) | 7.0 | 8.2 | 1.4 | 14.3 | . | . | -5.3 | -9.3 | -1.8
Cc1cccc(CS(=O)(=O)c2nnc([C@H](Cc3ccccc3)NC(=O)OC(C)(C)C)o2)c1 | 4.0 | 27.2 | 1.2 | 30.0 | 19.1 | -18.6 | 6.5 | 12.1 | -3.7
Cc1ccc2nc(NC(=O)CN(C)S(=O)(=O)c3cccc4nsnc34)sc2c1 | 1.0 | 6.1 | 0.9 | -10.2 | -4.8 | 10.1 | -25.2 | -11.4 | -2.4
CCOc1ccc(NC(=O)CCNS(=O)(=O)c2ccc(Br)s2)cc1 | -9.0 | -6.1 | 0.8 | -1.4 | 7.8 | -10.8 | 4.4 | -7.4 | -2.3
